# D1 antag: human D1 dopamine receptor antagonism; AID 504652; activity change, negative = inhibition, % at 10 µM; HEK293 TREx D1 cells, calcium flux, dopamine EC80; active compounds read low; hit rate 3.2% among 360,000; P21728; in the data active = activity change below about -30%; also: % is scaled to controls: 0 for no effect and ±100 for the full control effect
# Target sequence (P21728 whole entry, looked up): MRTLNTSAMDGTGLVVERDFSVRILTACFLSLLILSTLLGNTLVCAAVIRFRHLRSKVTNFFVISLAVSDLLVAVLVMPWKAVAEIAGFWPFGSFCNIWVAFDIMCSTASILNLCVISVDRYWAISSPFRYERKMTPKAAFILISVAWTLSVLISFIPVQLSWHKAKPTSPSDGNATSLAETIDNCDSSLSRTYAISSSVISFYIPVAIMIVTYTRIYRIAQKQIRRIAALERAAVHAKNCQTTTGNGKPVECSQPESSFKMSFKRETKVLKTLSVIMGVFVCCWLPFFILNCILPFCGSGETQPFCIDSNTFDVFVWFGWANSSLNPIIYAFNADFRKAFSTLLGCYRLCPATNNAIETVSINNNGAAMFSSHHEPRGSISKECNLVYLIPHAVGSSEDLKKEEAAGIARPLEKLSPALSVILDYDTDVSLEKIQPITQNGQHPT
#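 Tetracycline-induced HEK293 Trex D1 cells, force-coupled to calcium, dye-loaded; compounds added and read 180 s, then EC80 dopamine added and calcium flux tracked kinetically another 180 s.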
# D1 potentiator: potentiators of human D1 dopamine receptor. P21728. potentiation, % at 10 µM. HEK293 TREx D1 cells, calcium flux, dopamine EC20 potentiation. AID 504651. hit rate 0.036% among 360,000; in the data active = potentiation above about 30%; also: 0% is about no effect
# D1 agonist: agonists of human D1 dopamine receptor | HEK293 T-REx D1 cells, calcium flux, agonist mode | activation, % at 2 µM | hit rate 1% among 360,000 | P21728 | AID 504660; in the data active = activation above about 30%; also: 0% is about no effect
#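 Inducible HEK293 T-REx D1 cells, force-coupled to calcium signalling, were plated at 4000 cells/well with tetracycline and held overnight at 30 C. After no-wash calcium dye loading, compound-evoked calcium rise over 180 s flagged agonists.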
# LDHA inh: LDHA (human) enzyme inhibition; purified LDHA, NADH/diaphorase-resazurin fluorescence; active compounds read low; hit rate 0.15% among 480,000; AID 1347041; activity change, % (values are at about 110 or 230 µM); P00338; in the data active = activity change below about -30%; inconclusive = mostly about -25% to -30%;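 also: plate controls were DMSO wells for no effect and wells without enzyme for full effect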
#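 LDH5 2 nM; NADH 0.06 mM, pyruvate 0.2 mM; 200 mM Tris pH 7.4, EDTA, Tween-20; 5 min RT. Detection: diaphorase 0.133 mg/mL + resazurin 37 µM, fluorescence ex540/em590 at 0 and 20 min; normalized to enzyme-free and DMSO wells.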
# RXFP1 ag: agonists of human relaxin receptor RXFP1; Q9HBX9; HEK293T-RXFP1 cAMP TR-FRET, 30 min; response scale: percent of porcine relaxin response, buffer zero; Potency, µM (doses to about 57.5 µM), inactives show at the highest dose activation, usual class: activators; hit rate 0.3% among 370,000; also: potency is read from the fitted curve at half-maximal effect; % is scaled to controls: 0 for no effect and ±100 for the full control effect; nearly all actives have a fitted effect of over 60% in size; many of its hits are not listed in these tables
#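 HEK293 cells stably expressing RXFP1, treated 30 min at 37C with compounds plus PDE4 inhibitor Ro 20174; cAMP measured by HTRF TR-FRET. Normalized to buffer and 29 nM porcine relaxin; EC50 by Hill fit.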
# Vif-APOBEC3G blk: inhibitors of Vif-APOBEC3G interaction | Q9HC16 | HeLa A3G-eYFP + Vif (tagged APOBEC3G with the HIV-1 protein that degrades it), YFP fluorescence, overnight | Potency, µM (highest dose often 46.1 µM), without a hit: at the highest dose activity, negative = active, most hits filed as inhibitors | hit rate 0.076% among 410,000;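 also: potency is read from the fitted curve at half-maximal effect; % is scaled to controls: 0 for no effect and ±100 for the full control effect; nearly all actives have a fitted effect of over 60% in size; hits raise eYFP signal because A3G escapes Vif-driven loss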
# Target sequence (Q9HC16 whole entry, looked up): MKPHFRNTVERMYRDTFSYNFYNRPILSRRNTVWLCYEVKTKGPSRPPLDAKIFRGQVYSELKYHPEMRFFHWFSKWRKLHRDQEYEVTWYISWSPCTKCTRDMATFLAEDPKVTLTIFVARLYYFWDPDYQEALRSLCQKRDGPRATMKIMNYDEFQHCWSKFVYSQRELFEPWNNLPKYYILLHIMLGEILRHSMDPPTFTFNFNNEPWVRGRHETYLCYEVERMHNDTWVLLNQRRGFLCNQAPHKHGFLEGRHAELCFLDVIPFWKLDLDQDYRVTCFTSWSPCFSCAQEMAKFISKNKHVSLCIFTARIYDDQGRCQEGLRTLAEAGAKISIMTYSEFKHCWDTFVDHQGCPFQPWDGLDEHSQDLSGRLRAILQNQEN
#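 Read-out is eYFP fluorescence (Ex 488/Em 500-530) from Vif-expressing HeLa A3G-eYFP cells; more signal means A3G escaped Vif-mediated degradation. Cells plated overnight, compound pinned in, incubated overnight at 37 deg C.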
# Vif-A3F inh: Vif-A3F binding inhibition | HeLa A3F-eYFP + Vif (tagged APOBEC3F with the HIV-1 protein that degrades it), YFP fluorescence increase | Potency, µM (doses to about 46.1 µM), for the others: at the top dose activity, negative = active | hit rate 0.2% among 390,000 | AID 602313; also: potency is read from the fitted curve at half-maximal effect; % of control where 0% means no effect; nearly all actives have a fitted effect of over 65% in size
#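 Fluorescence increase (Ex 488/Em 500-530) after overnight compound treatment at 37 deg C flags inhibition of Vif-driven A3F-eYFP loss in stable HeLa A3F-eYFP/Vif cells seeded overnight beforehand.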
# D2 potentiator: positively modulates the human D2 dopamine receptor allosterically. P14416. HEK293 T-REx D2, calcium flux, EC20 dopamine potentiation. potentiation, % at 10 µM. hit rate 0.34% among 340,000;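 active = potentiation over 3 SD above the plate norm, cut at about 30% in these data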; also: 0% is about no effect
#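 Using a no-wash calcium dye in inducible, force-coupled HEK293 Trex cells expressing D2, we tracked fluorescence each second for 180 s after compound, then for 180 s after EC20 dopamine to detect augmented signalling.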
# Glioma ERSR ind: induces the endoplasmic reticulum stress response in human glioma cells; U87-MG GRP78 promoter luciferase reporter, 16 h; Potency, µM, inactives show at the top dose activation, hits mostly activators; hit rate 0.02% among 420,000; AID 602332; also: potency is read from the fitted curve at half-maximal effect; series mostly up to about 76 µM; % of control where 0% means no effect; nearly all actives have a fitted effect of over 35% in size
#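 Stably transfected U87-MG glioma cells carrying a GRP78-based luciferase sensor; 16 h compound incubation. Luminescence end-point read 10 min after Bright-Glo addition at room temperature.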
# * = called active by the depositor; ? = inconclusive; . = not tested or not shown; & = joins results of further samples. Unless noted, calls follow the shape of the dose curve; as a rule, active = well fitted curve in the direction sought with a large enough effect; inconclusive = small, poorly fitted or top-dose-only effect, or another doubt; inactive = no such curve, though single readings can be large; an effect the other way counts as inactive or inconclusive. This is a subset. The share of hits here may be higher or lower than overall.
SMILES,D1 antag,D1 potentiator,D1 agonist,LDHA inh,RXFP1 ag,Vif-APOBEC3G blk,Vif-A3F inh,D2 potentiator,Glioma ERSR ind
COc1ccc(C)cc1NC(=O)Nc1cccc(C(=O)O)c1,5.3,-2.5,2.5,-11.5,0.1%,0.7%,6.6%,.,-3.6%
CCN(CC(=O)NCc1cccs1)C(=O)COc1cccc(C(F)(F)F)c1,-7.1,.,4.6,-7.5,0.5%,-8.6%,1.8%,5.7,-5.5%
CCN(CC(=O)NC(C)C)C(=O)c1cc(S(=O)(=O)N2CCCCC2)ccc1N1CCCCC1,.,.,.,-2.0,.,3.0%,-1.0%,.,-2.2%
CCNC(=O)c1c(C)nc2ccccn12,-8.5,-4.8,2.4,1.1,-0.3%,0.0%,1.1%,2.6,-1.1%
O=C(c1ccccc1)c1nn(-c2cccc(Cl)c2)c2nc(-c3ccccc3)cc(=O)n12,-74.0*,0.7,0.5,-1.3,20.9%,-1.2%,1.5%,-4.2,-3.2%
Cc1[nH]c2ccccc2c1C1(O)C(=O)N(Cc2ccc3c(c2)OCO3)c2ccccc21 (centres undefined),-1.3,2.3,3.0,5.9,1.4%,-14.7%,-1.0%,11.3,-6.4%
COc1ccccc1N1CCN(S(=O)(=O)CCNC(=O)COc2ccccc2F)CC1,9.6,-1.9,-1.3,3.8,3.7%,8.5%,0.0%,-9.4,-4.2%
O=c1[nH][nH]c(-c2ccccc2O)c1C(C[N+](=O)[O-])c1ccccc1 (centres undefined),-8.9,-4.4,1.5,4.7,-1.8%,?,-7.3%,7.5,-2.6%
O=C(Nc1nc(NC(=O)c2ccco2)n(-c2ccccc2)n1)c1ccccc1,-13.5,-2.3,-0.5,3.4,1.4%,?,-30.0%,-5.9,?
CCOc1ccc(NC(C)c2cc(Cl)ccc2O)cc1 (centres undefined),-3.7,-8.2,1.2,5.3,-0.3%,-4.2%,-10.1%,4.7,0.5%
Nn1c(Cc2cccc3ccccc23)nnc1SCc1c(Cl)cccc1Cl,5.6,20.3,5.1,-5.1,5.3%,0.1%,-2.0%,19.3,-3.2%
CCCCNc1nc2c(-c3ccccc3)nnn2c2ccccc12,-5.9,-4.7,3.0,-3.1,4.8%,-2.6%,0.0%,6.8,-0.1%
O=S(=O)(c1ccc(-c2cnc(C3CC3)o2)cc1)N1CCN(c2cccc(Cl)c2)CC1,-3.3,0.1,1.1,-4.3,0.8%,-27.9%,-13.7%,5.5,-3.4%
COc1cccc(CNC(=O)c2sc3nc[nH]c(=O)c3c2C)c1,6.1,-0.8,0.0,-6.9,0.7%,-0.1%,-8.5%,-3.0,-3.4%
CN(Cc1ccccc1)C(=O)COc1ccc(C(C)(C)C)cc1,4.1,0.8,-0.1,-0.8,-0.3%,-9.4%,-6.1%,9.6,3.6%

# Looked up above.
# LDHA inh with CCNC(=O)c1c(C)nc2ccccn12 = 1.1
# LDHA inh with CCN(CC(=O)NC(C)C)C(=O)c1cc(S(=O)(=O)N2CCCCC2)ccc1N1CCCCC1 = -2.0
# Glioma ERSR ind with COc1ccc(C)cc1NC(=O)Nc1cccc(C(=O)O)c1 = -3.6%

# Next part.
SMILES,D1 antag,D1 potentiator,D1 agonist,LDHA inh,RXFP1 ag,Vif-APOBEC3G blk,Vif-A3F inh,D2 potentiator,Glioma ERSR ind
Cc1ccc(N2CCN(/N=C/c3sccc3C)CC2)cc1,7.3,-1.0,7.5,-13.6,0.1%,0.4%,7.8%,1.3,1.2%
CCc1c(C)nc(SCCOc2ccc(OC(C)C)cc2)[nH]c1=O,-6.3,-0.6,1.0,-3.7,0.2%,-0.6%,-0.9%,3.8,-2.5%
C[C@@H]1CC=C[C@H]2[C@H]1C(=O)N(Cc1ccccc1)[C@H]2c1ccoc1,-16.7,0.6,-0.4,0.3,6.8%,-16.0%,-6.3%,3.8,-0.8%
COC(=O)c1ccc(NC(=O)CSc2nn3c(=O)c(C)nnc3s2)cc1,-26.0,4.0,1.5,-2.5,9.2%,2.9%,2.3%,-2.8,-5.7%
CN1CCN(NC(=O)/C=C/c2ccc(Br)cc2)CC1,-1.0,-3.1,4.7,-2.4,-0.3%,-3.5%,-6.0%,1.4,0.4%
O=C(O)C1(P(=O)(c2ccc(Cl)cc2)c2ccc(Cl)cc2)CCCC1,-8.6,2.5,0.8,-1.9,1.1%,-8.2%,1.0%,-1.2,-4.0%
O=C(COc1ccc(Nc2ccccc2)cc1)Nc1ccncc1,-17.7,0.7,13.6,7.9,-1.1%,1.0%,-10.8%,-6.1,-1.5%
CC(C)(C)NC(=O)C(c1ccco1)N(Cc1ccc2c(c1)OCO2)C(=O)Cn1nnc2ccccc21 (centres undefined),7.6,-6.2,7.8,7.9,2.5%,-0.5%,0.2%,-2.8,-3.3%
CC(C)(C)C(=O)N1CCCC1C(=O)O (centres undefined),8.6,-3.5,1.1,-6.7,-0.8%,0.4%,-1.2%,-5.6,2.2%
Cc1cc(C)n(CNc2nc(C(F)(F)F)cs2)n1,-8.4,-4.8,3.8,-7.2,-1.0%,0.9%,2.9%,5.7,1.7%
Cc1nn(C(=O)/C(C#N)=C/N(C)C)c(C)c1C,-9.0,9.2,2.3,-9.5,-0.8%,0.5%,-3.3%,2.2,-4.5%
O=c1c2ccccc2c(C=Nc2ccc(S(=O)(=O)N3CCCCC3)cc2)c(O)n1-c1ccc(Cl)cn1,-26.3,-5.2,2.2,-2.0,-1.5%,-1.8%,1.1%,-3.7,-1.6%
Cc1ccnc2nc(NC(=O)c3ccco3)nn12,-4.8,1.6,0.5,-3.3,0.1%,0.3%,-5.4%,-3.5,3.8%
COc1ccc(N(Cc2ccccc2)C(=O)c2nc(S(C)(=O)=O)ncc2Cl)cc1,-3.8,-3.0,-0.5,-6.2,0.2%,-30.0%,5.6%,-7.5,-10.7%
O=C1CN=C(Nc2ccccc2Cl)N1Cc1ccc2c(c1)OCO2,1.4,-10.7,1.1,6.4,0.3%,-4.1%,.,4.8,3.0%
O=C(Nc1ccccc1)/C(=C/c1cccc(Br)c1)NC(=O)c1ccco1,4.4,-1.1,4.6,-4.1,1.1%,1.9%,6.2%,18.1,-3.8%
Cc1ccnc(NC(=O)c2oc3ccccc3c2C)c1,-3.4,-8.4,2.2,-6.4,1.7%,-5.1%,-12.9%,-4.0,-10.6%
COc1ccc(Nc2oc(-c3ccccc3Cl)nc2C#N)cc1,-6.9,3.0,1.8,-5.7&-4.9,0.5%,?,-7.6%,15.2,-5.4%
CC(O)C(O)C(O)C(O)/C=N/NC(=O)c1ccccc1 (centres undefined),-6.1,-5.3,2.8,-6.4,-3.1%,0.6%,-9.7%,.,-3.5%
NNC(=O)COc1ccc(C(F)(F)F)cc1,-4.6,-3.4,2.1,-2.4,-1.6%,-6.1%,-1.8%,-4.0,-2.6%
Cc1sc2ncnc(SCC(=O)N(C)C3CCS(=O)(=O)C3)c2c1C (centres undefined),15.8,4.0,1.9,-4.3,?,5.4%,-6.9%,-2.2,-3.0%
CCC(Sc1nc2cc(OC)c(OC)cc2c(=O)n1CCc1ccc(S(N)(=O)=O)cc1)C(=O)NCCOC (centres undefined),-2.3,-2.9,0.6,-7.9,3.2%,1.4%,4.2%,2.6,0.1%
CCN(Cc1ccncc1)C(=S)Nc1ccccc1C,.,.,.,-3.5,.,0.3%,-3.7%,.,-3.0%
COc1ccc(COCC(O)CN2CCOCC2)cc1OC (centres undefined),17.2,2.9,0.7,-0.7,0.6%,-1.2%,-2.9%,-11.2,-2.7%
Cc1ccc(S(=O)(=O)N2CCOCC2)cc1C(=O)OCC(=O)NC1CCCC1,.,.,.,-7.8,.,0.1%,-7.4%,.,-2.6%
CCOC(=O)c1c(NC(=O)CN2C(=O)NC3(CCCC3)C2=O)sc(C)c1CC,-5.9,-2.8,5.1,-1.4,-0.4%,-1.2%,-3.7%,-3.1,-4.4%
CCOc1ncccc1C(=O)N(CC)CC(=O)Nc1ccc(NC(C)=O)cc1,8.2,1.3,3.7,-8.2,0.3%,0.6%,-3.4%,15.7,-2.1%
CC(=O)Nc1ccc(S(=O)(=O)N2CCCN(S(=O)(=O)c3ccc(NC(C)=O)cc3)CC2)cc1,-2.7,-4.9,1.6,-1.3,1.5%,-0.7%,-1.9%,4.9,-1.8%
COC(=O)C1CCN(C(=O)C23CCC(C)(C(=O)O2)C3(C)C)CC1 (centres undefined),14.8,-3.8,3.4,-7.8,-0.2%,-0.5%,-6.2%,.,0.6%
Cc1ccc(NC(=O)c2cc3nc(C)cc(C)n3n2)cc1,2.4,-2.3,0.7,-7.5,3.1%,0.8%,0.6%,-0.2,-2.8%
Cc1cccc(CSc2nc3c(c(-c4cccs4)c2C#N)CN(C)CC3)c1,-37.7*,0.7,10.2,1.9,2.5%,-4.7%,3.7%,-13.4,-3.0%
COC1=C(OC)c2ccccc2C(C(=O)O)N/C1=C(/C)Nc1ccncc1 (centres undefined),3.6,0.8,3.8,-1.3,2.9%,-0.9%,1.8%,-4.9,3.5%
COc1ccccc1/C=C/c1onc(C)c1S(=O)(=O)N1CCC(C(=O)N2CCC(C)CC2)CC1,-0.6,-2.3,2.8,-1.4,-2.7%,1.1%,0.1%,-1.9,-0.5%
Cc1ccc(S(=O)(=O)N2c3ccc(S(N)(=O)=O)cc3CC2C)cc1 (centres undefined),-7.0,-3.4,2.8,-12.4,-0.1%,-7.9%,-9.3%,11.8,-3.0%
Cc1cccc(C(=O)NCCCNC(=O)c2ccc(C)nc2)c1,10.0,-4.4,2.7,-11.1,0.5%,0.6%,0.7%,3.9,-3.2%
O=C(N/C(=C\c1ccco1)C(=O)N1CCOCC1)c1ccc([N+](=O)[O-])cc1,-7.2,0.4,1.1,-2.7,-1.9%,6.4%,0.0%,-1.3,-2.0%

# Some of the entries above in another layout:
Structure	D1 antag	D1 potentiator	D1 agonist	LDHA inh	RXFP1 ag	Vif-APOBEC3G blk	Vif-A3F inh	D2 potentiator	Glioma ERSR ind
NNC(=O)COc1ccc(C(F)(F)F)cc1	-4.6	-3.4	2.1	-2.4	-1.6%	-6.1%	-1.8%	-4.0	-2.6%
Cc1sc2ncnc(SCC(=O)N(C)C3CCS(=O)(=O)C3)c2c1C (centres undefined)	15.8	4.0	1.9	-4.3	?	5.4%	-6.9%	-2.2	-3.0%

# From PubChem
